Source: PubChem BioAssay (National Center for Advancing Translational Sciences (NCATS))
MBNL1-CUG inh: MBNL1-poly(CUG) RNA binding inhibition | Q9NR56 | TR-FRET MBNL1-His/biotin-(CUG)12 binding, 665/545 ratio | Potency, µM (highest dose often 57.5 µM), for inactives: top-dose activity change, negative = inhibition, most hits filed as inhibitors | 0.036% of 280,000 active | AID 2675; active = well fitted inhibition curve with a large enough effect in the signal ratio, with a control signal flat, not every such curve was filed as active; inconclusive = small, poorly fitted or top-dose-only effect, or effect the other way, or a change in a side signal; inactive = no such curve, though single readings can be large or run the other way; the % refers to the signal ratio; also: % is scaled to controls: 0 for no effect and ±100 for the full control effect
Target sequence (Q9NR56 whole entry, looked up): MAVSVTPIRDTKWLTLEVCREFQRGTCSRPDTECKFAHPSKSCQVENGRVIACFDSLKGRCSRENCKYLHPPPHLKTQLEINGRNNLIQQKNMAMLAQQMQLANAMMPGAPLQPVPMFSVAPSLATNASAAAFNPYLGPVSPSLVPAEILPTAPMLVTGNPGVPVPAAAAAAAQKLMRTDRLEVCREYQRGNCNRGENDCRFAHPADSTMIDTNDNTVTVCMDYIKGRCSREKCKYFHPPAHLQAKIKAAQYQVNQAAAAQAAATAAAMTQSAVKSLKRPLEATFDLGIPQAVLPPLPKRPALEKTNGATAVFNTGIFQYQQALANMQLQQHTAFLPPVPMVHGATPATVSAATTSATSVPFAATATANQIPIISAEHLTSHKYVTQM
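Inhibition of protein-RNA binding appears as loss of TR-FRET between terbium anti-His antibody on MBNL1-His and streptavidin-XL665 on biotin-(CUG)12. Activity is normalized to buffer-only and uninhibited-complex controls.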
ELG1 genotoxic: genotoxicity induction in ELG1-luciferase HEK293T cells. Potency, µM (titrated, usually from 46 µM), for inactives: at the highest dose activity change, positive = activation, most hits filed as activators. HEK293T ELG1-luciferase reporter, luminescence, 16 h. AID 504466. 1.3% of 330,000 active; also: % of control where 0% means no effect; nearly all actives have a fitted effect of over 60% in size
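Cells (2,000/well) expressing the ELG1-luciferase fusion are dosed by pin tool and kept 16 hr at 37 °C, 5% CO2. Signal comes from ONE-Glo luciferase reagent after 30 min at room temperature.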
Rab9 promoter act: activators of Rab9 promoter; Potency, µM (doses to about 9.22 µM), for inactives: at the highest dose activation, negative = inhibition, usual class: activators; 2.8% of 320,000 active; Huh7 Rab9 promoter-luciferase reporter, luminescence, 24 h; AID 485297; also: % of control where 0% means no effect; nearly all actives have a fitted effect of over 60% in size
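Luminescence read-out: Huh7 cells stably expressing Rab9-luciferase, treated 24 h with compound at 37 °C, then lysed with luciferase reagent for 10 min at ambient before reading.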
NPC1 prom act: NPC1 promoter activation | Huh7 NPC1 promoter luciferase reporter, 24 h | Potency, µM (titrated, usually from 9.22 µM), without a hit: top-dose activation, usual class: activators | 2.4% of 320,000 active;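 also: % of control where 0% means no effect; nearly all actives have a fitted effect of over 60% in size; reporter is driven by a mutant NPC1 promoter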
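Stably transfected Huh7 (NPC1 promoter→luciferase), 1500 cells/well in Opti-MEM + 10% FBS, 2 h settle, then compound 24 h at 37 °C. Luminescence after 10 min with Amplite reagent.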
p53 reactivator: mutant p53 re-activation in reporter cells | AID 504706 | H1299 p53-A138V BP100-luciferase reporter, luminescence, 24 h | 0.063% of 320,000 active | Potency, µM (top dose mostly 92.2 µM), for the others: at the top dose activity change, positive = activation, most hits filed as activators; also: % of control where 0% means no effect; nearly all actives have a fitted effect of over 45% in size
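H1299 (p53-null), stable ts p53-A138V + BP100-Luc; 1000 cells/well, Opti-MEM/10% FBS; cpd 4 pt, 1:5; 24 h, 37 deg C, 5% CO2; detection reagent 10 min RT; luminescence.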
RORgamma inh: inhibitors of mouse ROR gamma transcriptional activity; P51450; Drosophila S2 Gal4-RORgamma UAS-luciferase reporter, 20 h; Potency, µM (top dose mostly 53.6 µM), for the others: at the top dose activity change, negative = inhibition, most hits filed as inhibitors; 5.4% of 310,000 active; AID 2551; also: % is scaled to controls: 0 for no effect and ±100 for the full control effect; nearly all actives have a fitted effect of over 60% in size
Target sequence (P51450 whole entry, looked up, the tested form may be a part): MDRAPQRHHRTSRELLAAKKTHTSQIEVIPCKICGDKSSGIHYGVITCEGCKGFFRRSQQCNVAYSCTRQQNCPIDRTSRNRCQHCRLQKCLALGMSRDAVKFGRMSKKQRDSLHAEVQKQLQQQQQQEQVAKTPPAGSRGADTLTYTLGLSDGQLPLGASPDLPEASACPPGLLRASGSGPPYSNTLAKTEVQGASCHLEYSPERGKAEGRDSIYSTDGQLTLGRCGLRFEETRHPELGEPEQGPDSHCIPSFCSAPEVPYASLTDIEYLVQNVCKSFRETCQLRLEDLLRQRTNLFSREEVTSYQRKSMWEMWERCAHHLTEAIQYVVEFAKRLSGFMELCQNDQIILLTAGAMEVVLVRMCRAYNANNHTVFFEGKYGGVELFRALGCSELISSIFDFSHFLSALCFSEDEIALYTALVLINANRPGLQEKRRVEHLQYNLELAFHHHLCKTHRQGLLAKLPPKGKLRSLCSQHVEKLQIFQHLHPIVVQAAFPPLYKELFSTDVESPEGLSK
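Drosophila Schneider cells stably carrying a metallothionein-driven Gal4 DBD–ROR gamma fusion and a UAS-Photinus luciferase reporter were exposed to compound for 1 hr, then induced with copper sulfate (700 uM final) for 20 hr at ambient temperature before luminescence reading.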
uPA generation: cell surface uPA generation inhibition | cell surface uPA generation assay, qHTS | Potency, µM (series often up to 38.3 µM), without a hit: top-dose activity change, negative = inhibition, hits mostly inhibitors | 0.31% of 330,000 active | AID 540303; active = well fitted inhibition curve with a large enough effect; inconclusive = small, poorly fitted or top-dose-only effect; inactive = no such curve, though single readings can be large or run the other way; tested in mouse RAW 264.7 cells; also: % is scaled to controls: 0 for no effect and ±100 for the full control effect; nearly all actives have a fitted effect of over 55% in size
BRCA1 expr up: activators of BRCA1 expression | Potency, µM (top dose mostly 46.1 µM), for inactives: at the highest dose activation, actives largely listed as activators | MCF7-BRCA1-FFLuc reporter, luminescence, 48 h; response scale: scaled: vehicle 0%, 10 µM genistein 100% | AID 624202 | 1.1% of 380,000 active; also: nearly all actives have a fitted effect of over 80% in size; some results filed as inactive show a strong effect at the top dose
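Luminescence from a BRCA1-driven firefly luciferase in MCF7 cells was the read-out, taken 15 min after substrate addition following 48 h compound exposure at 37 °C. Data were normalized to a 10 microM genistein control and DMSO vehicle.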
FLuc counter: counter-screen for miR-21 project: firefly luciferase inhibitors or activators; purified FLuc, Km substrates, luminescence inhibition; Potency, µM (series often up to 57.5 µM), inactives show at the top dose activity change, negative = inhibition, usual class: inhibitors; 6.9% of 360,000 active; AID 588342;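 also: plate controls were vehicle for no effect and reference inhibitor for full effect; nearly all actives have a fitted effect of over 55% in size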
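Biochemical qHTS of compounds, final roughly 60 µM downward over six points, against 10 nM purified firefly luciferase using Km concentrations of substrates (10 uM D-luciferin, 10 uM ATP) in Tris acetate pH 7.5 buffer; luminescence output.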
VP16 counter: inhibits Gal4-VP16 luciferase reporter, ROR gamma counter-screen | Drosophila S2 Gal4-VP16 UAS-luciferase, luminescence, 20 h | Potency, µM (top dose mostly 53.6 µM), without a hit: top-dose activity, negative = inhibition, hits mostly inhibitors | 3.5% of 310,000 active | AID 2546;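 also: Gal4-VP16 expression switched on by copper sulfate through the metallothionein promoter; % is scaled to controls: 0 for no effect and ±100 for the full control effect; nearly all actives have a fitted effect of over 50% in size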
* marks the source's active call; other numbers are inactive results; ? = inconclusive; · = not tested or not shown; [ ] = another dose, or the depositor's remark. Unless noted, calls follow the shape of the dose curve; as a rule, active = well fitted curve in the direction sought with a large enough effect; inconclusive = small, poorly fitted or top-dose-only effect, or another doubt; inactive = no such curve, though single readings can be large; an effect the other way counts as inactive or inconclusive. Potency is read from the fitted curve at half-maximal effect.

1) CCOC(=O)N1CCN(Cc2nc3cc(NC(=O)CC(C)C)ccc3n2C)CC1
2) CC1C(=O)N2CCCc3cc(S(=O)(=O)Nc4ccccc4C(N)=O)cc1c32 (stereo not given)
3) CCOc1ccc(CN(C)C(=O)CNC(=O)C2CCCCC2)cc1OC
4) COc1ccc(NC(=O)C2CCCN(c3ncccn3)C2)cc1 (stereo not given)
5) CCOC(=O)c1cnc2c(C(=O)OC)cccc2c1NCc1ccco1

entry no.	1	2	3	4	5
MBNL1-CUG inh	-7%	·	-5%	-8%	?
ELG1 genotoxic	0%	2%	1%	?	2%
Rab9 promoter act	-2%	-5%	7%	2.8µM*	7%
NPC1 prom act	-2%	6%	-6%	?	-1%
p53 reactivator	1%	-3%	-1%	?	-17%
RORgamma inh	3%	·	-9%	2%	-19%
uPA generation	-1%	-9%	0%	-1%	·
BRCA1 expr up	3%	-4%	-20%	?	16%
FLuc counter	2%	1%	0%	17µM*	-15%
VP16 counter	0%	·	7%	14%	2%

6) O=C(N/N=C/c1ccc(COc2ccc(Br)cc2)o1)c1ccc2c(c1)OCO2
7) O=C(Sc1nnc(-c2ccccc2)o1)N1c2ccccc2Sc2ccccc21
8) CS(=O)(=O)N(CC(=O)N/N=C/c1cc([N+](=O)[O-])ccc1Cl)c1ccccc1
9) CN(C)CCN(C(=O)CCS(=O)(=O)c1ccccc1)c1nc2cc3c(cc2s1)OCO3
10) C/C(=N\Nc1ccccc1)c1c(O)cc(C)oc1=O

entry no.	6	7	8	9	10
MBNL1-CUG inh	13%	?	?	17%	-1%
ELG1 genotoxic	-6%	2%	0%	15%	7%
Rab9 promoter act	21%	-7%	11%	9%	17%
NPC1 prom act	21%	-2%	3%	0%	2%
p53 reactivator	·	0%	-9%	?	6%
RORgamma inh	·	?	11%	-14%	10%
uPA generation	-13%	?	5%	-3%	-1%
BRCA1 expr up	21%	-4%	-42%	9%	-23%
FLuc counter	?	3%	2%	-3%	-11%
VP16 counter	·	?	2%	-11%	-13%

11) C#CCOCCOCCOCCNc1nc(N2CCOCC2)nc(N2CCN(C(=O)[C@H]([C@@H](C)CC)n3cc([C@@H](N)CC(C)C)nn3)CC2)n1
12) CN1CCC(N(C)CC(=O)Nc2ccc3c(c2)OC(F)(F)O3)CC1
13) Cc1cccc(OCc2nnc(SC(C)C(=O)Nc3ccc(N4CCOCC4)cc3)o2)c1 (stereo not given)
14) N/C(=N\NC(=O)c1cccc(F)c1)c1cc2ccccc2oc1=O
15) CCCCCCCOc1ccc(C2(C)NC(=O)NC2=O)cc1 (stereo not given)

entry no.	11	12	13	14	15
MBNL1-CUG inh	-13%	·	·	·	2%
ELG1 genotoxic	-4%	-1%	1%	4%	1%
Rab9 promoter act	11%	-1%	·	14%	-8%
NPC1 prom act	-2%	-2%	·	7%	-1%
p53 reactivator	-2%	-3%	-5%	3%	·
RORgamma inh	-1%	3%	·	1µM*	102%
uPA generation	5%	-2%	1%	8%	2%
BRCA1 expr up	-9%	-45%	1%	7%	3%
FLuc counter	-2%	0%	·	-5%	0%
VP16 counter	2%	-6%	·	3.5µM*	-9%

16) CCC(=O)N1CCc2cc(S(=O)(=O)N3CCCCC3CC)ccc21 (stereo not given)
17) C[C@H]1NC(=O)[C@@]2(C)[C@H](c3ccccc3)[C@H]3COc4ccccc4[C@@H]3N2C1=O
18) CC(C)CCN(CCC(C)C)CC(O)Cn1c2ccccc2c(=O)c2ccccc21 (stereo not given)
19) COc1cccc2sc(NNC(=O)C3=COCCO3)nc12
20) Cc1ccc(S(=O)(=O)NCC(C)n2nc(C)nc2C)cc1 (stereo not given)

entry no.	16	17	18	19	20
MBNL1-CUG inh	-2%	·	·	-5%	-8%
ELG1 genotoxic	-2%	5%	-7%	?	-1%
Rab9 promoter act	-6%	·	-8%	3%	3%
NPC1 prom act	0%	·	1%	-3%	-3%
p53 reactivator	7%	2%	0%	0%	-3%
RORgamma inh	-4%	·	1%	?	2%
uPA generation	6%	0%	-13%	1%	-2%
BRCA1 expr up	-9%	0%	2%	-6%	20%
FLuc counter	1%	·	-2%	-16%	1%
VP16 counter	8%	·	3%	-25%	1%

21) C=CCC(=O)N(CC)CC1CCCN(CCc2cccc(F)c2)C1 (stereo not given)
22) COc1ccc(C2C(C(=O)c3ccccc3)N3c4ccccc4C=CC3C2[N+](=O)[O-])cc1 (stereo not given)
23) O=C(OC1C2CCC1C1CN(CCc3ccccc3)CC12)c1ccccc1 (stereo not given)
24) CC1(C)Cc2c(c(-c3ccccc3)nc3sc4c(=O)[nH]c(=S)[nH]c4c23)CO1
25) C1=C(CCNc2ncnc3nc[nH]c23)CCCC1

entry no.	21	22	23	24	25
MBNL1-CUG inh	2%	?	-9%[11.5 µM]	-3%	-3%
ELG1 genotoxic	-3%	-2%	-5%	0%	?
Rab9 promoter act	3%	-2%	1%	-1%	17%
NPC1 prom act	-4%	3%	-2%	-3%	26%
p53 reactivator	12%	6%	9%	2%	?
RORgamma inh	22%	?	8%	-20%	9%
uPA generation	17%	-5%	0%	-2%	?
BRCA1 expr up	-25%	-50%	-57%	14%	6.3µM*
FLuc counter	-4%	?	2%	1%	?
VP16 counter	-7%	-24%	-7%	-4%	?

26) Cc1sc(NC(=O)Cc2ccc3c(c2)OCO3)nc1-c1ccc2c(c1)CCN2C(=O)c1ccccc1F
27) COc1ccccc1CN1CCC(n2nccc2NC(=O)CCOc2ccccc2)CC1
28) COc1ccc(S(=O)CC(=O)Nc2ccccc2Cl)cc1 (stereo not given)
29) CNC(=S)Nc1ccccc1-c1ccccc1
30) COc1ccccc1NC(=S)N1CCN(C(=O)c2ccco2)CC1

entry no.	26	27	28	29	30
MBNL1-CUG inh	2%	-1%	-4%	21%	2%
ELG1 genotoxic	-8%	-6%	1%	-2%	0%
Rab9 promoter act	-18%	-4%	-5%	-2%	6%
NPC1 prom act	-7%	-4%	-3%	-3%	-1%
p53 reactivator	?	4%	13%	-3%	-3%
RORgamma inh	?	11%	-9%	11µM*	-21%
uPA generation	2%	3%	0%	0%	3%
BRCA1 expr up	-5%	-2%	8%	9%	27%
FLuc counter	?	5%	0%	-1%	4%
VP16 counter	4%	-5%	-2%	?	2%

Limited to NPC1 prom act and MBNL1-CUG inh, for some of the entries so far:
item | molecule | NPC1 prom act | MBNL1-CUG inh
16 | CCC(=O)N1CCc2cc(S(=O)(=O)N3CCCCC3CC)ccc21 (stereo not given) | 0% | -2%
5 | CCOC(=O)c1cnc2c(C(=O)OC)cccc2c1NCc1ccco1 | -1% | ?
29 | CNC(=S)Nc1ccccc1-c1ccccc1 | -3% | 21%
9 | CN(C)CCN(C(=O)CCS(=O)(=O)c1ccccc1)c1nc2cc3c(cc2s1)OCO3 | 0% | 17%
18 | CC(C)CCN(CCC(C)C)CC(O)Cn1c2ccccc2c(=O)c2ccccc21 (stereo not given) | 1% | ·

Going on with the list.
31) O=C(Nc1cccc(Cl)c1)N1CCC(CO)(CCOc2ccccc2)CC1
32) Cn1c(Cl)c(/C=N/OC(=O)c2cccc(Cl)c2)c2ccccc21
33) CN(C)[C@H]1N(C(=O)c2ccc(Br)cc2)N=C2c3ccccc3S(=O)(=O)N21
34) COC(=O)[C@H](Cc1ccccc1)NC(=O)NCCc1ccccc1F
35) Cc1cc2nc(-c3ccc[nH]c3=O)[nH]c2cc1C

entry no.	31	32	33	34	35
MBNL1-CUG inh	-3%	11%	2%	1%	?
ELG1 genotoxic	-1%	-1%	2%	-2%	?
Rab9 promoter act	0%	4%	2%	-4%	0.5µM*
NPC1 prom act	-1%	-4%	-4%	-1%	?
p53 reactivator	-1%	-9%	-3%	2%	1%
RORgamma inh	1%	-11%	25%	11%	7.9µM*
uPA generation	4%	6%	0%	-2%	0.89µM*
BRCA1 expr up	-7%	-15%	9%	10%	-71%[inhibitor]
FLuc counter	1%	?	1%	4%	0.34µM*
VP16 counter	-4%	-1%	1%	5%	6.3µM*

36) CCOc1ccc(C(C)NC(=O)CN2C(=O)NC3(CCCCC3)C2=O)cc1OCC (stereo not given)
37) O=C(C1CC(=O)N(C2CCCC2)C1)N1CCN(c2ccccc2F)CC1 (stereo not given)
38) Cc1ccc(S(=O)(=O)N2CCN(C(=O)COC(=O)CCOc3ccccc3)CC2)c(C)c1
39) CCC(C)c1ccc(NC(=S)Nc2ccc(OC)cc2C)cc1 (stereo not given)
40) Cc1ccc(-n2nnnc2SCC(=O)NCC2(N3CCOCC3)CCCCC2)c(C)c1
41) CCOc1ccc(C=Nc2cccc3ncccc23)cc1

entry no.	36	37	38	39	40	41
MBNL1-CUG inh	·	-7%	·	?	·	10%
ELG1 genotoxic	1%	3%	3%	-1%	-4%	0%
Rab9 promoter act	-4%	2%	-1%	1%	-2%	2%
NPC1 prom act	-4%	-1%	-1%	15%	-1%	-1%
p53 reactivator	-1%	-1%	3%	23%	-5%	?
RORgamma inh	·	7%	·	4%	·	-28%
uPA generation	2%	8%	2%	0%	0%	?
BRCA1 expr up	7%	0%	-1%	-8%	-39%	-29%
FLuc counter	-1%	-1%	1%	-5%	3%	21µM*
VP16 counter	·	3%	·	?	·	15%
